Screening results: PubChem BioAssay, National Center for Advancing Translational Sciences (NCATS)
KinaseGlo FLuc – counter-screen: inhibitors of Kinase-Glo firefly luciferase; Q27757; Kinase-Glo luciferase, ATP luminescence, 8 min; Potency, µM (highest dose often 38.3 µM), without a hit: top-dose activity change, negative = inhibition, hits mostly inhibitors; hit rate 0.28% among 200,000; AID 1379; note: potency is the fitted concentration of half-maximal effect; % is set by controls: 0 for no effect and ±100 for the full control effect; nearly all actives have a fitted effect of over 60% in size
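Recombinant Kinase-Glo luciferase, 10 uM ATP (linear range), luciferin; imidazole pH 7.2 / KCl / MgCl2 / Tween / BSA buffer; 8 min RT; luminescence.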
IMPase Li inh – cell-permeable IMPase inhibitors with lithium potentiation. Potency, µM (highest dose often 59.4 µM), for the others: at the top dose activity, negative = IMPase inhibition, usual class: inhibitors. hit rate 0.35% among 210,000. AID 1457. CHO-M1 cells, IP1 TR-FRET (IP-One), carbachol + lithium;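 note: IP1 builds up when IMPase is blocked and the TR-FRET signal falls; potency is the fitted concentration of half-maximal effect; plate controls were basal vehicle for no effect and high inhibitor control for full effect; nearly all actives have a fitted effect of over 50% in size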
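Concentration–response in CHO-M1 cells, lithium-potentiated; 30 min at 37C. IP1 detected by competitive TR-FRET after 10 min lysis at RT. Hill-fitted AC50.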
SMN2 splice up – SMN2 splice variant enhancement; HEK293 SMN2-luciferase splicing reporter, luminescence, 30-36 h; Potency, µM (doses to about 46.1 µM), without a hit: top-dose activity change, positive = activation, hits mostly activators; hit rate 2.8% among 210,000; AID 1458; note: potency is the fitted concentration of half-maximal effect; % of control where 0% means no effect; nearly all actives have a fitted effect of over 55% in size
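qHTS luciferase splicing reporter: luminescence rises when SMN2 exon 7 is included in transfected HEK293 cells. Compound exposure lasted 30-36 h at 37C, with 4.5 mM final sodium butyrate as control, followed by a ONE-Glo read.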
HttQ103 aggreg – inhibitors of mutant huntingtin aggregate formation in PC12 cells; PC12 HttQ103-GFP aggregates, Acumen cytometry, 40 h; Potency, µM (doses to about 46.1 µM), for inactives: at the highest dose activity change, negative = inhibition, hits mostly inhibitors; hit rate 1.1% among 220,000; AID 1688; note: potency is the fitted concentration of half-maximal effect; % is set by controls: 0 for no effect and ±100 for the full control effect; nearly all actives have a fitted effect of over 60% in size
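PC12 cells stably carrying ecdysone-inducible HTT exon 1 Q103–GFP were induced with tebufenozide (100 nM final) and treated with library compounds in titration. GFP aggregates in lysates were counted by laser scanning cytometry.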
LMNA splice mod – changes lamin A minigene splicing in HeLa cells | HeLa LMNA splicing GFP/RFP minigene ratio, 48 h | Potency, µM (doses to about 46.1 µM), for inactives: top-dose ratio change, negative = inhibition, actives largely listed as inhibitors | hit rate 0.01% among 200,000 | AID 1487; active = well fitted inhibition curve with a large enough effect in the signal ratio, with a control signal flat, not every such curve was filed as active; inconclusive = small, poorly fitted or top-dose-only effect, or effect the other way, or a change in a side signal; the % refers to the signal ratio; note: potency is the fitted concentration of half-maximal effect; % is set by controls: 0 for no effect and ±100 for the full control effect
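S3 HeLa stable clones carrying a lamin A-EGFP splicing minigene plus DsRed2 were seeded at 600 cells/well in Opti-MEM with 2% FBS, pin-dosed and incubated 48 h at 37°C. Acumen cytometry (488 nm) gave the GFP/RFP total-intensity ratio.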
CBFb RUNX1 block – CBF-beta/RUNX1 interaction disruption; Q01196+Q13951; AlphaScreen CBFb-His/RUNX1-biotin binding, biochemical; Potency, µM (titrated, usually from 59.8 µM), without a hit: top-dose activity, negative = inhibition, actives largely listed as inhibitors; 230,000 tested, under 10 active; AID 1477; note: % of control where 0% means no effect
Target sequence (Q01196 whole entry, looked up): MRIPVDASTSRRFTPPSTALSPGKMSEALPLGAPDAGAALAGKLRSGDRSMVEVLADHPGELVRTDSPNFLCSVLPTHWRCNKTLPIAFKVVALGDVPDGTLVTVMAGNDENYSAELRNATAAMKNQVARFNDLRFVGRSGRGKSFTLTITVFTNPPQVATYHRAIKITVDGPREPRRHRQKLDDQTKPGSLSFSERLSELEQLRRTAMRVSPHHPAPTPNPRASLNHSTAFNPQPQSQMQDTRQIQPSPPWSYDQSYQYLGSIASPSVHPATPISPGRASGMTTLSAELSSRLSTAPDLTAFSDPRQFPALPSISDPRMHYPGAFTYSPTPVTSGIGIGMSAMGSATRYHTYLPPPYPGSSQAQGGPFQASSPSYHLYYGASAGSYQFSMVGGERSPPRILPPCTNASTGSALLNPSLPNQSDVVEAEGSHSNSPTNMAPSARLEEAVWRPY
Target sequence (Q13951 whole entry, looked up): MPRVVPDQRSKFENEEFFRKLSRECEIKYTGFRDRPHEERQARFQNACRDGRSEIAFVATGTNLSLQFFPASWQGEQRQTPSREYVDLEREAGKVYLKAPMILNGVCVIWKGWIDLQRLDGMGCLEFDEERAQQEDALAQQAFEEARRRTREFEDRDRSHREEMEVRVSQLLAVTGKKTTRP
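AlphaScreen proximity signal reports loss of binding between His-tagged CBF-beta and biotin-labelled RUNX1, each at 30 nM. Proteins are pre-associated for 20 minutes, compounds added for 15 minutes, then beads for 90 minutes, all at ambient temperature.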
HTT ATP protect – protects HTT-Q103 PC12 cells, measured by ATP. PC12 HTT-Q103 induced, cytoprotection, ATP luminescence, 40 h. Potency, µM (series often up to 56.4 µM), for inactives: cytoprotection (ATP increase), most hits filed as activators. hit rate 0.14% among 230,000. AID 1471;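 note: potency is the fitted concentration of half-maximal effect; % of control where 0% means no effect; nearly all actives have a fitted effect of over 45% in size; toxic huntingtin expression switched on by the ecdysone agonist tebufenozide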
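ATP quantification (ATPlite) reports survival of PC12 cells in which tebufenozide, 100 nM final, switches on Htt exon 1 with 103 glutamines linked to GFP; compounds are titrated.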
Numbers without * were called inactive; ? = inconclusive; nt = not tested or not shown; [ ] = dose if it differs, or a comment. Unless noted, calls come from the whole dose curve; as a rule, active = well fitted curve in the direction sought with a large enough effect; inconclusive = small, poorly fitted or top-dose-only effect, or another doubt; inactive = no such curve, though single readings can be large; an effect the other way counts as inactive or inconclusive.

item | molecule | KinaseGlo FLuc | IMPase Li inh | SMN2 splice up | HttQ103 aggreg | LMNA splice mod | CBFb RUNX1 block | HTT ATP protect
1 | CCOC(=O)C1CCCN(CC(=O)Nc2c(C(=O)OC)[nH]c3ccc(Br)cc23)C1 (stereo not given) | nt | nt | nt | 4% | -6% | 11% | 0%
2 | CCCCNC(=S)N/N=C1\C(=O)c2cccc3cccc1c23 | -3% | 32%[activator][38.3 µM] | -25% | 5% | 5% | 2% | -2%[10 µM]
3 | O=C(c1ccco1)N1CCC[C@@]2(CCN(c3ccccn3)C2)C1 | -1% | 15% | -11% | nt | nt | nt | -18%
4 | O=C(COC(=O)c1cn(-c2ccccc2)nc1-c1ccccc1)c1cccc([N+](=O)[O-])c1 | 1% | 20%[38.3 µM] | -8% | 6% | 2% | -2% | -22%
5 | O=C(CSc1ccc(-c2ccncc2)nn1)c1ccccc1 | 2% | 0% | -14% | -4% | nt | 5% | 8%
6 | O=C(O)CCN1C(=O)C2C3CC(C2C1=O)C1C(c2ccccc2)c2sc(=O)[nH]c2SC31 (stereo not given) | 2% | -3% | -19% | 2% | 5%[9.22 µM] | 2% | 3%
7 | CCOC(=O)CNC(=O)O[C@@H]1C(=O)c2ccc(OC)cc2O[C@H]1c1ccc2c(c1)OCO2 | 1% | -4% | 16% | nt | nt | -4% | -12%
8 | CCOC(=O)c1c(-c2ccccc2)csc1NC(=O)CSc1nnc(C)s1 | 4% | 8% | -69%[inhibitor] | -21% | ? | 4% | nt
9 | Cc1ccc(OCCn2cc(Br)c(=O)[nH]c2=O)cc1 | -1% | -26%[38.3 µM] | -3% | 16% | 8% | 4% | -1%
10 | COc1cc(C(=O)Nc2ccc3c(c2)CCN3C(C)=O)cc(OC)c1OC | -3% | 7% | ? | 13% | ? | 8% | nt
11 | Cc1ccc(C(=O)Nc2c(C)n(C)n(-c3ccccc3)c2=O)cc1 | 0% | 4% | nt | 11%[9.22 µM] | -4%[46 µM] | 0% | 28%[10 µM]
12 | Cc1cccc(OCC2=NS(=O)(=O)c3ccccc3N2)c1 | -1% | -5%[38.3 µM] | 16% | 2% | 7% | 2% | -1%
13 | CC(CCc1ccccc1)NC(=O)CSc1cccc[n+]1[O-] (stereo not given) | -4% | 8% | 0% | 15% | -11%[46 µM] | -1% | -27%
14 | CCOC(=O)c1ccc(NC(=S)Nc2ccccc2)cc1 | 0% | -7% | ? | 18% | -7% | -2% | 22%[10 µM]
15 | CCOC(=O)c1sc2nc(N3CCOCC3)c3c(c2c1N)CC(C(C)C)OC3 (stereo not given) | 3% | -7% | nt | 18% | nt | 5% | -30%
16 | CC(C)c1ccc(OCC(=O)Nc2cccc3c2CCCC3)cc1 | -8% | 42%[activator][38.3 µM] | ? | 10% | ? | 0% | -22%
17 | O=C(COc1ccc(Br)cc1)Nc1ccc([N+](=O)[O-])cn1 | -2% | ? | -9% | 4% | 4% | -7% | -13%
18 | COc1ccc(NS(=O)(=O)c2ccc(C)c(NC(=O)NC3CCCCC3)c2)cc1 | 4% | 12% | -17% | 9% | ? | -4% | 34%[1.9 µM]
19 | Cc1cnn(CCC(=O)NNC(=S)Nc2ccc(F)cc2)c1 | -2% | -22%[38.3 µM] | -17% | -11% | 1% | -3% | -17%
20 | CCC(=O)N1CCc2cc(S(=O)(=O)NCCCOC)ccc21 | -2% | 26%[38.3 µM] | -4% | -6% | -4% | 1% | 23%

A different layout for some results above.
19) Cc1cnn(CCC(=O)NNC(=S)Nc2ccc(F)cc2)c1
11) Cc1ccc(C(=O)Nc2c(C)n(C)n(-c3ccccc3)c2=O)cc1

screen / no. | 19 | 11
KinaseGlo FLuc | -2% | 0%
IMPase Li inh | -22%[38.3 µM] | 4%
SMN2 splice up | -17% | nt
HttQ103 aggreg | -11% | 11%[9.22 µM]
LMNA splice mod | 1% | -4%[46 µM]
CBFb RUNX1 block | -3% | 0%
HTT ATP protect | -17% | 28%[10 µM]

The listing continues.
item | molecule | KinaseGlo FLuc | IMPase Li inh | SMN2 splice up | HttQ103 aggreg | LMNA splice mod | CBFb RUNX1 block | HTT ATP protect
21 | CCCCc1c(O)nc(SCC(=O)NC(C)(C)C)n(-c2ccccc2C)c1=O | 5% | -5%[38.3 µM] | -17% | 32% | 3%[0.0737 µM] | -6% | 7%
22 | Cc1coc(NC(=O)CSc2nc(-c3ccc(Cl)cc3)cc(C(F)(F)F)c2C#N)n1 | -4% | -65%[38.3 µM] | ? | 4% | -4% | -2% | -1%
23 | O=C(Oc1ccc(O)cc1)C12CC3CC(CC(C3)C1)C2 | 0% | 3% | nt | 1%[9.22 µM] | nt | -7% | -29%[10 µM]
24 | Cc1ccc(CNC(=O)C2CCCN2C(=O)NCc2ccccc2)cc1 (stereo not given) | -10% | -13%[38.3 µM] | 22% | 28% | 11% | 0% | 26%
25 | O=C(N/N=C/C1C(c2ccccc2)C1(Cl)Cl)c1cccc(Br)c1 (stereo not given) | 2% | 7%[38.3 µM] | ? | -6% | -10% | -9% | -21%
26 | COc1cc(C(=O)C(=O)c2cc(OC)c(O)c(OC)c2)cc(OC)c1O | nt | nt | nt | -15%[9.22 µM] | nt | -5% | -12%[10 µM]
27 | CCCNC(=O)Nc1ccccc1SC | 0% | -2% | 5% | 38% | -15%[46 µM] | 5% | -8%
28 | CSC(=S)N/N=C/c1ccc(N(C)C)cc1 | 1% | 17% | 28% | -7% | ? | ? | 7%[10 µM]
29 | COC(=O)c1cc(Nc2cc(C)nc3ncnn23)cc(C(=O)OC)c1 | -2% | -5% | 9% | 10% | 12% | 0%[2.36 µM] | -11%
30 | O=C1CSC(c2ccccc2)N1CC12CC3CC(CC(O)(C3)C1)C2 (stereo not given) | -1% | -11%[38.3 µM] | -4% | -22% | 6% | -6% | -11%
31 | NNC(=O)c1cc2c(s1)CCCCCC2 | -3% | -2%[38.3 µM] | -8% | 4% | 6% | -1% | -3%
32 | O=C(CSCc1c(Cl)cccc1Cl)Nc1cccnc1 | 3% | -3% | -14% | -1% | 23%[46 µM] | -2% | -19%
33 | C/C(=N\Nc1nc(-c2cc(C)ccc2C)cs1)c1cc2ccccc2oc1=O | -1% | 4% | -16% | 1% | -10% | 4% | -5%[10 µM]
34 | COc1ccc(CC2S/C(=C(\C#N)C(=O)NCc3ccco3)N(c3ccc(C)cc3)C2=O)cc1 (stereo not given) | -4% | 16%[38.3 µM] | nt | 0% | 2% | -7% | -15%[0.074 µM]
35 | COc1ccc(-n2cc(CN[C@H]3CCCCNC3=O)c(-c3cccc(F)c3)n2)cc1 | nt | nt | nt | -14%[9.22 µM] | nt | 5% | 1%[10 µM]
36 | Cc1ccc(CN2CCN(/N=C/c3cc(Br)ccc3O)CC2)cc1 | 1% | -4%[38.3 µM] | -37%[inhibitor] | -8% | ? | 2% | -24%
37 | COc1ccccc1CNc1ccc(N2CCOCC2)c(C(=O)O)c1 | 2% | -2% | -4% | -6% | -9% | 10% | -8%[0.074 µM]
38 | COC(=O)[C@@]1(C)C=C[C@@H](Cc2ccccc2)N1C | -1% | 3% | -2% | nt | nt | -3% | 15%
39 | Cc1cc(-c2nnc3n2N=C(c2ccc(F)cc2)CS3)n[nH]1 | nt | nt | nt | -5%[9.22 µM] | nt | -2% | -12%[10 µM]
40 | O=C(NCCc1c[nH]c2ccccc12)Nc1ccccc1 | 4% | -4% | -16% | 2% | -11% | 6% | -13%[10 µM]
41 | COc1ccccc1NC1=C(Cl)C(=O)N(C2CCCCC2)C1=O | nt | nt | nt | -7% | ? | -20% | -29%
42 | COc1ccc(OCc2ccc(C(=O)N3CCOCC3)cc2)cc1 | -19% | -6% | -62%[inhibitor] | 20% | -16% | 6% | 0%[10 µM]
43 | O=C(N=NC(=O)c1ccco1)c1ccc2c(O)n(N3C(=O)c4ccccc4C3=O)c(O)c2c1 | 2% | 0% | -1% | 6% | ? | 5% | nt
44 | O=C(CNS(=O)(=O)c1ccc2ccccc2c1)OCC(=O)c1ccc(Br)s1 | -2% | 1.8µM* | ? | 7% | 5% | 1% | -6%
45 | Cc1cc(NC(=O)CSc2nnc(-c3c[nH]c4ccccc34)n2-c2ccc(F)cc2)no1 | nt | -6% | nt | -8%[9.22 µM] | nt | 2% | 12%[10 µM]
46 | CSc1ccccc1NC(=O)c1ccncc1 | 1% | 13%[38.3 µM] | 25% | 1% | -2% | -2% | -4%
47 | COC(=O)c1ccc(N2CCS(=O)(=O)CC2)cc1 | -2% | 0% | 2% | -16% | 31%[46 µM] | -3% | -10%[10 µM]
48 | CCn1c(C)c(P(=O)(N2CCOCC2)N2CCOCC2)c2ccccc21 | -2% | 0% | 3% | 5% | -16%[46 µM] | 4% | 7%
49 | O=S(=O)(c1ccc2ncn(O)c2c1)N1CCOCC1 | 3% | -5% | 28% | 25% | nt | -2% | nt
50 | O=C(NCCc1ccccc1)C1CCCN(S(=O)(=O)c2cccc3nsnc23)C1 (stereo not given) | 0% | 1% | 8% | ? | -4% | -4% | 13%[10 µM]

Of the compounds above, these contain an aryl thioether with sulfur outside any ring:
item | molecule | KinaseGlo FLuc | IMPase Li inh | SMN2 splice up | HttQ103 aggreg | LMNA splice mod | CBFb RUNX1 block | HTT ATP protect
5 | O=C(CSc1ccc(-c2ccncc2)nn1)c1ccccc1 | 2% | 0% | -14% | -4% | nt | 5% | 8%
8 | CCOC(=O)c1c(-c2ccccc2)csc1NC(=O)CSc1nnc(C)s1 | 4% | 8% | -69%[inhibitor] | -21% | ? | 4% | nt
13 | CC(CCc1ccccc1)NC(=O)CSc1cccc[n+]1[O-] (stereo not given) | -4% | 8% | 0% | 15% | -11%[46 µM] | -1% | -27%
21 | CCCCc1c(O)nc(SCC(=O)NC(C)(C)C)n(-c2ccccc2C)c1=O | 5% | -5%[38.3 µM] | -17% | 32% | 3%[0.0737 µM] | -6% | 7%
22 | Cc1coc(NC(=O)CSc2nc(-c3ccc(Cl)cc3)cc(C(F)(F)F)c2C#N)n1 | -4% | -65%[38.3 µM] | ? | 4% | -4% | -2% | -1%
27 | CCCNC(=O)Nc1ccccc1SC | 0% | -2% | 5% | 38% | -15%[46 µM] | 5% | -8%
45 | Cc1cc(NC(=O)CSc2nnc(-c3c[nH]c4ccccc34)n2-c2ccc(F)cc2)no1 | nt | -6% | nt | -8%[9.22 µM] | nt | 2% | 12%[10 µM]
46 | CSc1ccccc1NC(=O)c1ccncc1 | 1% | 13%[38.3 µM] | 25% | 1% | -2% | -2% | -4%
